PTAP-TSG101 blk: qHTS Validation Assay for Inhibitors of HIV-1 Budding by Blocking the Interaction of PTAP/TSG101: Sytravon Library Screen. Tumor susceptibility gene 101 protein (Homo sapiens), Q99816. Fluorescence polarization, FITC-PTAP peptide/Tsg101, 20 min. Potency, µM (series often up to 115 µM), for inactives: at the top dose activity change, negative = inhibition, hits mostly inhibitors. 44,000 tested, under 10 active. AID 1347069, 2019; also: potency is read from the fitted curve at half-maximal effect; 0% is about no effect
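Fluorescence polarization binding of Tsg101 binding domain (10 uM final) to FITC-labeled PTAP-motif peptide (50 nM final) in HEPES pH 7.5/NaCl/Tween 20/EDTA/TCEP buffer; 20 min at r.t. Actives by curve class, <25 µM, efficacy <60% inhibition.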
NTMT1 inh: Primary qHTS for Inhibitors of N-terminal methyltransferase 1 (NTMT1): MTaseGlo Assay; NTMT1 MTase-Glo SAH luminescence, purified enzyme; actives 2.5% (n = 59,000); N-terminal Xaa-Pro-Lys N-methyltransferase 1 (Homo sapiens), Q9BV86; AID 1645870, 2021; Potency, µM (titrated, usually from 114 µM), for inactives: top-dose activity change, negative = inhibition, actives largely listed as inhibitors;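 also: potency is read from the fitted curve at half-maximal effect; plate controls were DMSO vehicle for no effect and no enzyme for full effect; nearly all actives have a fitted effect of over 65% in size; many of its hits are not listed in these tables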
p53null 32C tox: qHTS Screen for Compounds that Selectively Target Cancer Cells with p53 Mutations: Cytotoxicity of p53 Null Cells at the Permissive Temperature. H1299-neo p53 null cells, ATP luminescence, 24 h, 32C. Potency, µM (doses to about 46.1 µM), for inactives: top-dose activity change, negative = cytotoxicity, hits mostly cytotoxic. actives 0.62% (n = 55,000). AID 903, 2007;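 also: potency is read from the fitted curve at half-maximal effect; 0% = DMSO only and -100% = full killing by 100 µM tamoxifen; nearly all actives have a fitted effect of over 55% in size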
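H1299-neo (p53 null) cells, 600/well, treated 24 h at 32C with compound up to 46 uM; ATPlite luminescence viability, normalized to DMSO and 100 uM tamoxifen; AC50 by Hill fit.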
p53null 39C tox: qHTS Screen for Compounds that Selectively Target Cancer Cells with p53 Mutations: Cytotoxicity of p53 Null Cells at the Nonpermissive Temperature. H1299 p53-null (neo) cells, 39C, ATPlite viability, 24 h. Potency, µM (doses to about 46.1 µM), inactives show at the highest dose activity, negative = cell killing, hits mostly cytotoxic. actives 0.97% (n = 55,000). AID 904, 2007;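 also: potency is read from the fitted curve at half-maximal effect; 0% = DMSO only and -100% = full killing by 100 µM tamoxifen; nearly all actives have a fitted effect of over 50% in size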
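ATP-luminescence viability readout (ATPlite, 20 min RT) after 24 hr compound treatment at 39C of H1299-neo or H1299-p53A138V cells; titration up to 46 uM; normalized to DMSO and 100 uM tamoxifen; Hill-fit AC50.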
B2AR arrestin ag: qHTS assay of beta-arrestin-biased ligands of beta2-adrenergic receptor: NCGC Sytravon Library Screen | Beta-2 adrenergic receptor (Homo sapiens), P07550 | HTLA Tango cells, beta-arrestin recruitment, luciferase luminescence, 18 h | Potency, µM (top dose mostly 46.1 µM), without a hit: at the highest dose activation, actives largely listed as activators | 44,000 tested, under 10 active;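 also: potency is read from the fitted curve at half-maximal effect; 0% = DMSO and full agonism = EC100 isoproterenol or metaproterenol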
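Tango cells expressing recombinant beta2-AR and beta-arrestin were treated with compounds (up to 46 microM titration) in DMEM with 1% FBS for 18 hr at 37 degrees C. Beta-arrestin recruitment drove tTA-dependent luciferase, read by luminescence; curves were fitted and classed.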
FH mod: Identification of activators of human fumarate hydratase by quantitative high-throughput screening. Fumarate hydratase, mitochondrial (Homo sapiens), P07954. FH coupled MDH/diaphorase resazurin fluorescence, 15 min. Potency, µM (titrated, usually from 79.9 µM), inactives show at the top dose activity change, negative = inhibition, actives largely listed as inhibitors. actives 0.22% (n = 54,000). AID 1347055, 2019; also: potency is read from the fitted curve at half-maximal effect; % is scaled to controls: 0 for no effect and ±100 for the full control effect; the screen sought activators but most active calls are inhibition curves; nearly all actives have a fitted effect of over 45% in size
Target sequence (P07954 whole entry, looked up): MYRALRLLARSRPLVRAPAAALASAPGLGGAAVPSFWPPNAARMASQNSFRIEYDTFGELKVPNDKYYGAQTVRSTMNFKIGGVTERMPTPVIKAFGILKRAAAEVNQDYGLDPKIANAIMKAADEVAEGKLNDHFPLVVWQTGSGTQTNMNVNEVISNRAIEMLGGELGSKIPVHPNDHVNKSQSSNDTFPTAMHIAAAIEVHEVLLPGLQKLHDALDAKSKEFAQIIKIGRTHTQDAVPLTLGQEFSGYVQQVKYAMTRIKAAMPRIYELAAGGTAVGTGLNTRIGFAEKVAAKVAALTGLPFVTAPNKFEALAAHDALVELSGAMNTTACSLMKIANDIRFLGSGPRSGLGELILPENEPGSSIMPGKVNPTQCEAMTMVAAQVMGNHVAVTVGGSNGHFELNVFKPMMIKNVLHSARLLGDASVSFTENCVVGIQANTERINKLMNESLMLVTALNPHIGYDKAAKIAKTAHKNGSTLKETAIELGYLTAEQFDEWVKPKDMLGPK
GALK inhibitor: qHTS Assay for Inhibitors of Human Galactokinase (GALK): NCGC Sytravon Library Screen; recombinant GALK, Kinase-Glo ATP luminescence, 1 h; 44,000 tested, under 10 active; P51570; Potency, µM (series often up to 57.5 µM), inactives show at the highest dose activity, negative = inhibition, hits mostly inhibitors;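 also: plate controls were full GALK reaction for no effect and reaction lacking GALK for full effect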
Target sequence (P51570 whole entry, looked up): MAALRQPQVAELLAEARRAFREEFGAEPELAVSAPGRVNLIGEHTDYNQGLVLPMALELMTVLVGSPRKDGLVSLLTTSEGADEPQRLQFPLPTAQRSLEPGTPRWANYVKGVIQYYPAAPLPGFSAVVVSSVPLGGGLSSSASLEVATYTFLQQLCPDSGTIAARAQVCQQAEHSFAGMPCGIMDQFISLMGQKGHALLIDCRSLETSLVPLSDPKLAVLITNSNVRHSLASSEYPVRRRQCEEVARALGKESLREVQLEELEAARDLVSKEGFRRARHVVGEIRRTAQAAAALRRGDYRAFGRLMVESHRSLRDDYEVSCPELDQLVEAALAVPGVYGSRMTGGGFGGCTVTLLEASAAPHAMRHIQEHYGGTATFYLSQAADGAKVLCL
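Compounds were pinned into ATP buffer, then GALK-galactose mix was added (final 5 nM enzyme, 35 uM ATP, 100 uM galactose, pH 8.0). After 1 h at room temperature, Kinase-Glo Plus was added and luminescence read.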
Active calls of the source: *; ? = inconclusive; nt = not tested or not shown; [ ] = remark or other dose. Calls follow the shape of the dose curve; as a rule, active = well fitted curve in the direction sought with a large enough effect; inconclusive = small, poorly fitted or top-dose-only effect, or another doubt; inactive = no such curve, though single readings can be large; an effect the other way counts as inactive or inconclusive. A portion of the library; rates above refer to the full screens.

SMILES	PTAP-TSG101 blk	NTMT1 inh	p53null 32C tox	p53null 39C tox	B2AR arrestin ag	FH mod	GALK inhibitor
Cc1ccc(NC(=O)C(C)Sc2nc(=O)cc(N)n2-c2cccc(C)c2)cc1 (stereo not drawn)	-11%	-18%	-4%	-7%	-2%	5%	0%
CCS(=O)(=O)N1CC(=O)N(c2ccc(C)c(C)c2)C(C)(C(=O)NC2CCCCCC2)C1 (stereo not drawn)	-1%	10%	0%	1%	-1%	1%	1%
Cc1noc(/C=C/c2cccs2)c1S(=O)(=O)N1CCC(C(=O)Nc2ccc(F)c(Cl)c2)CC1	0%	-2%	25%	11%	0%	-18%	9%
COc1ccc(NC(=O)c2ccc3nc(CCc4ccccc4)oc3c2)cc1	-7%	-4%	-6%	-9%	0%	-16%	5%
COc1ccc(-c2[nH]c3c(c2-c2c(-n4cccc4)n(C)c(=O)[nH]c2=O)c(=O)[nH]c(=O)n3C)cc1F	-2%	8%	-2%	-19%	-4%	4%	2%
CC1(C)CC(=O)c2cc(-c3nc(-c4ccc(Cl)cc4)cs3)c(=O)n(-c3ccc(F)cc3)c2C1	-2%	6%	-2%	-4%	0%	0%	0%
Cc1ccc(OC(=O)c2cc(-c3ccc4c(c3)OCCO4)on2)cc1C	-1%	15%	?	25µM*	-4%	-9%	1%
Cc1nc(N2CCCC2)ncc1C(=O)Nc1ccc(OC(F)(F)F)cc1	-3%	10%	-7%	-4%	0%	-7%	-4%
CC(=O)c1cccc(NS(=O)(=O)c2c(C)nc3sc(C)cn3c2=O)c1	3%	-2%	-11%	-28%	0%	-16%	3%
CC(C)(C)c1ccc(C(=O)Nc2c(C(=O)c3ccc(F)cc3)oc3ccccc23)cc1	-2%	5%	0%	-3%	0%	-10%	8%
COc1ccc(N2CCN(c3ncnc4onc(C)c34)CC2)cc1	-2%	-10%	1%	-4%	0%	-3%	1%
O=C(Cn1c(=O)n(Cc2cccs2)c(=O)c2cccnc21)Nc1ccc(F)cc1	-1%	?	3%	-13%	1%	-20%	0%
Cc1ccc(C(=O)Nc2ccc(Cl)c(-c3nc4ncccc4o3)c2)c(C)c1	-8%	-4%	-24%	?	-2%	-20%	-9%
O=C(CCn1c(=O)c2ccccc2n(Cc2cccc(Cl)c2)c1=O)NCCc1ccccc1	1%	5%	2%	-9%	0%	-1%	-8%
CCOC(=O)c1[nH]c(C)c(C(=O)NCCc2ccccc2)c1C	-1%	-21%	-11%	0%	-3%	-3%	-1%
Cc1ccc(NC(=O)Cn2nc(N3CCN(c4ccccc4)CC3)ccc2=O)cc1F	-3%	?	8%	-5%	-1%	-29%	1%
Cc1ccc(CNC(=O)c2ccc3c(c2)nc2n3CCCC2)cc1	-4%	2%	-10%	3%	1%	4%	-1%
CCCCN(C)CCNC(=O)CN1C(=O)CSc2ccc(S(=O)(=O)N3CCOCC3)cc21	-1%	-5%	-6%	-14%	5%	4%	-2%
COc1ccccc1NC(=O)CSc1nc2c(oc3ccccc32)c(=O)n1-c1ccccc1F	4%	15%	6%	8%	0%	-9%	-10%
COc1ccc(F)cc1S(=O)(=O)NCCc1csc2nc(-c3cccc(C)c3)nn12	-5%	-4%	25%	35%[activator]	-3%	-26%	-9%
CCCOC(=O)c1c(NC(=O)C(C)Sc2nc(-c3ccccc3)cc(C(F)(F)F)n2)sc(C(=O)N(C)C)c1C (stereo not drawn)	-3%	?	17%	3%	0%	-27%	1%
COc1ccc(-c2nn3c(=O)cc(CN4CCN(C(=O)Nc5ccc(C)c(Cl)c5)CC4)nc3s2)cc1	2%	-8%	1%	22%	1%	-28%	?
CCN(CC)c1ccc(NC(=O)CCCN2C(=O)C(c3ccccc3)Oc3cccnc32)c(C)c1 (stereo not drawn)	-5%	-23%	-4%	8%	1%	-10%	-4%
Cc1ccc(NC(=O)CSc2nc3ccc(NC(=O)c4ccco4)cc3s2)c(C)c1	-10%	-2%	0%	-4%	-2%	-8%	1%
CCOc1ccccc1NC(=O)c1c(NCc2ccc(C)o2)sc2c1CCCCC2	-3%	25µM*	0%	9%	2%	-15%	2%
COc1ccc(CNc2nc(-c3ccc(Cl)cc3)cc(C(F)(F)F)n2)cc1	-1%	-6%	0%	13%	1%	-26%	-1%
COc1ccc2oc(=O)c(C(=O)Nc3ccc(C(=O)O)cc3)cc2c1	1%	-3%	-11%	-10%	-1%	-12%	2%
CC(=O)c1ccc(NC(=O)c2ccc(-c3nc(COc4ccc(C)cc4)c(C)o3)cc2)cc1	3%	0%	0%	11%	-1%	8%	1%
CCOc1ccc2c(c1)c(=O)c(C(=O)c1ccc(CC)cc1)cn2CC(=O)Nc1ccccc1OC	-5%	17%	3%	5%	-1%	-12%	-2%
Cc1ccc(NC(=O)C(Cc2ccccc2)n2cccc2)c(C)c1 (stereo not drawn)	-10%	-7%	-5%	-1%	0%	-7%	0%
COc1cccc(NC(=O)CSc2nnc(NC(=O)NC3CCCCC3)s2)c1	-3%	3%	13µM*	-10%	-4%	-13%	1%
Cc1cc(C)c2c(C)c(C(=O)N3CCC(c4nc5ccccc5s4)CC3)oc2c1	1%	8%	34%[activator]	22%	-4%	?	-2%
COc1ccc(-c2nn3c(-c4ccccc4C)nnc3c3ccccc23)cc1	1%	-5%	-22%	?	0%	?	2%
O=C(Cc1ccccc1F)N1CCC(c2nc3c(nnn3Cc3ccc(F)cc3)c(=O)[nH]2)CC1	-2%	-12%	7%	-6%	-1%	-12%	-5%
Cc1ccc(NC(=O)CC(C)S(=O)(=O)c2ccc3c(c2)NC(=O)CO3)c(Cl)c1 (stereo not drawn)	-3%	1%	-16%	-33%	0%	-6%	-2%
Oc1ccc(NCc2ccccc2OCc2ccccc2)cc1	-2%	?	-17%	?	1%	?	0%
Cn1c(-n2cccc2)c(-c2c(-c3ccccc3)[nH]c3c2c(=O)[nH]c(=O)n3C)c(=O)[nH]c1=O	-1%	-11%	4%	29%	-3%	-6%	2%
COc1ccccc1N1CCN(C(=O)c2oc3ccccc3c2NC(=O)C(C)Oc2ccccc2)CC1 (stereo not drawn)	-1%	26%	2%	1%	0%	-13%	0%
CCOC(=O)c1ccccc1NC(=O)c1ccc2c(Cl)c3c(nc2c1)CCC3	1%	-7%	?	?	1%	1%	-1%
Cc1ccnc(NS(=O)(=O)c2ccc(NC(=O)c3ccc(C)c(C)c3)cc2)n1	-2%	nt	4%	-1%	-1%	nt	0%
Cc1ccc(C)c(N2CCN(CCCNC(=O)c3ccc4nc(C(C)C)oc4c3)CC2)c1	-2%	-11%	4%	-13%	-1%	-2%	-3%
COc1ccc(-c2nc(CCNC(=O)c3cccs3)cs2)cc1	1%	-13%	-15%	0%	0%	-14%	1%
CCc1ccc(NC(=O)Cn2c(=O)n(Cc3ccccc3)c(=O)c3oc4ccccc4c32)cc1	1%	6%	-7%	-13%	-1%	-4%	-10%
Cc1nnc2c(N3CCN(c4ccc(F)cc4)CC3)nc3ccc(C(=O)c4ccccc4)cc3n12	-3%	10%	11%	23%	2%	-19%	0%
Cc1ccccc1CNC(=O)Nc1ccc2c(c1)N(C)C(=O)c1ccccc1S2	-1%	7%	1%	-1%	0%	?	-13%
COc1cc(C2CC(=O)c3c([nH]c(C(=O)OC4CCCC4)c3C)C2)cc(OC)c1OC (stereo not drawn)	-13%	-5%	33%[activator]	?	1%	-29%	-3%
Cc1cc(C)cc(NC(=O)C(=O)NCCCN2CCOCC2)c1	2%	0%	-1%	39%[activator]	-2%	5%	0%
O=C(CCSCc1ccccc1F)N1CCN(c2ccc(F)cc2)CC1	-7%	-1%	-6%	5%	-1%	-21%	-4%
O=C(COc1ccc(Cl)cc1)Nc1ccccc1OCc1cc(=O)n2ccccc2n1	0%	-3%	-10%	9%	-1%	2%	3%
COc1ccccc1N1CCN(C(=O)CSc2nc(C)cc(=O)[nH]2)CC1	-7%	-10%	0%	-15%	0%	0%	-1%
Cc1cc(F)ccc1NC(=O)C1CCN(S(=O)(=O)c2ccc3c(c2)CCCC(=O)N3)CC1	-2%	-5%	-12%	-10%	0%	2%	2%
Cc1cc(SCC(=O)NCc2ccccc2)nc(=O)[nH]1	0%	-1%	-2%	9%	0%	12%	-1%

Of the compounds above, 8 contain two or more sulfur atoms:
SMILES	PTAP-TSG101 blk	NTMT1 inh	p53null 32C tox	p53null 39C tox	B2AR arrestin ag	FH mod	GALK inhibitor
Cc1noc(/C=C/c2cccs2)c1S(=O)(=O)N1CCC(C(=O)Nc2ccc(F)c(Cl)c2)CC1	0%	-2%	25%	11%	0%	-18%	9%
CC(=O)c1cccc(NS(=O)(=O)c2c(C)nc3sc(C)cn3c2=O)c1	3%	-2%	-11%	-28%	0%	-16%	3%
CCCCN(C)CCNC(=O)CN1C(=O)CSc2ccc(S(=O)(=O)N3CCOCC3)cc21	-1%	-5%	-6%	-14%	5%	4%	-2%
COc1ccc(F)cc1S(=O)(=O)NCCc1csc2nc(-c3cccc(C)c3)nn12	-5%	-4%	25%	35%[activator]	-3%	-26%	-9%
CCCOC(=O)c1c(NC(=O)C(C)Sc2nc(-c3ccccc3)cc(C(F)(F)F)n2)sc(C(=O)N(C)C)c1C (stereo not drawn)	-3%	?	17%	3%	0%	-27%	1%
Cc1ccc(NC(=O)CSc2nc3ccc(NC(=O)c4ccco4)cc3s2)c(C)c1	-10%	-2%	0%	-4%	-2%	-8%	1%
COc1cccc(NC(=O)CSc2nnc(NC(=O)NC3CCCCC3)s2)c1	-3%	3%	13µM*	-10%	-4%	-13%	1%
COc1ccc(-c2nc(CCNC(=O)c3cccs3)cs2)cc1	1%	-13%	-15%	0%	0%	-14%	1%

Screening results deposited in PubChem by National Center for Advancing Translational Sciences (NCATS).
